# Screening data deposited in PubChem BioAssay by several laboratories.
# APP transl inh: inhibitors of APP translation via 5'UTR reporter, primary screen, APP 5'UTR luciferase, SH-SY5Y cells; SH-SY5Y APP 5'UTR-luciferase reporter, luminescence; inhibition, % at 2 µM; 190,000 tested, 0.82% active; AID 1285, 2008;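 active = inhibition above a set limit, derived from the sample mean plus 3 SD, cut at about 45% in these data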; also: values of inactives mirror those of a sister screen read the other way
# STAT1 blocker: STAT1 signaling inhibitors, primary screen, cell-based, HTS, luciferase reporter; inhibition, % at 5.5 µM; AID 920, 2007; NIH 3T3 STAT1-luciferase reporter, IFN-gamma, luminescence; 200,000 tested, 0.35% active;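 active = inhibition above a set limit, the mean inhibition across all tested compounds plus 3 SD, cut at about 34% in these data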;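 also: 0% = IFN-gamma with DMSO and 100% = IFN-gamma with 300 µM nifuroxazide; values of inactives mirror those of a sister screen read the other way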
# STAT1 activator: STAT1 signaling activators, primary screen, cell-based, HTS, luciferase reporter. activation (% of control), % at 5.5 µM. 200,000 tested, 2.6% active. NIH 3T3 STAT1-luciferase reporter, IFN-gamma, luminescence; 100% = IFN-gamma alone, no compound;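 active = activation above the screen-wide mean activation plus 3 SD, cut at about 130% in these data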;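 also: raw ratio to IFN-gamma control signal so 100% means no change and 0% no light; values of inactives mirror those of a sister screen read the other way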
# RAM inhibit: inhibitors of the yeast RAM network, primary screen, dse1pr::URA3 reporter, 5-FOA selection; AID 868, 2007; 190,000 tested, 1.8% active; S. cerevisiae dse1pr::URA3 reporter, 5-FOA growth OD615, 2 d; analog-sensitive cbk1-as2 kinase mutant strain; inhibition, % at 50 µM;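 active = inhibition above a set limit, 3 SD over mean compound inhibition, cut at about 8.4% in these data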;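 also: 0% = DMSO-only wells with no growth and 100% = 10 µM 1-NA-PP1 full growth; inhibition rescues growth on 5-FOA so higher OD means more RAM inhibition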
# NF-kB expr up: activators of NF-kB expression in neurons, primary screen, cell-based, HTS; human neuronal cells, NF-kB reporter expression; active compounds read high; fold change at 12.5 µM; 190,000 tested, 1.6% active; AID 1239, 2008; in the data active = fold change above about 3.3
# Hsp70 act: Hsp70 transcriptional activators, primary screen, cell-based, HeLa, Hsp70 promoter luciferase, luminescence, 10 µM; HeLa Hsp70 promoter luciferase reporter; scaled: vehicle 0, proteasome-inhibitor control 100%; activation, % at 10 µM; 200,000 tested, 0.04% active; AID 1203, 2008;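 active = activation above the mean across all tested compounds plus 3 SD, cutoff set per campaign, cut at about 5.5% in these data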;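 also: 100% = MG132 at 30 µM as the positive control and 0% = DMSO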
# STAT3 act: IL-6 driven STAT3 reporter potentiators, primary screen, U3A cells, luciferase, luminescence, MLSCN library | 190,000 tested, 0.91% active | IL-6 STAT3-luciferase reporter; 100% = signal with IL-6 EC80 alone | activation (% of control), % at 5.6 µM;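 active = activation above the screen-wide mean of compound activation plus 3 SD, cut at about 130% in these data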;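 also: 0% = background luminescence of wells with medium and substrate only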
#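 Test system: Human STAT1-deficient U3A cells with stable STAT3-luciferase reporter | Also added: Interleukin-6, 33 ng/mL | Timing: Compound pre-incubation 1 h before IL-6, then 6 h stimulation at 37 °C | Technique: Luciferase reporter luminescence | Read-out: Percent of IL-6-only median luminescence | Benchmarks: IL-6-only wells as 100% reference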
# FLuc inhib CS: firefly luciferase enzyme inhibitors, primary screen, artefact control for luciferase-based inhibitor screens, biochemical, luminescence, ATPLite. Luciferin 4-monooxygenase (Photinus pyralis), P08659. 10 min. inhibition, % at 10 µM. 200,000 tested, 1.5% active. AID 1006, 2008;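 active = inhibition above about 50% when tested at 10 µM, limit read from the data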
# Target sequence (P08659 whole entry, looked up): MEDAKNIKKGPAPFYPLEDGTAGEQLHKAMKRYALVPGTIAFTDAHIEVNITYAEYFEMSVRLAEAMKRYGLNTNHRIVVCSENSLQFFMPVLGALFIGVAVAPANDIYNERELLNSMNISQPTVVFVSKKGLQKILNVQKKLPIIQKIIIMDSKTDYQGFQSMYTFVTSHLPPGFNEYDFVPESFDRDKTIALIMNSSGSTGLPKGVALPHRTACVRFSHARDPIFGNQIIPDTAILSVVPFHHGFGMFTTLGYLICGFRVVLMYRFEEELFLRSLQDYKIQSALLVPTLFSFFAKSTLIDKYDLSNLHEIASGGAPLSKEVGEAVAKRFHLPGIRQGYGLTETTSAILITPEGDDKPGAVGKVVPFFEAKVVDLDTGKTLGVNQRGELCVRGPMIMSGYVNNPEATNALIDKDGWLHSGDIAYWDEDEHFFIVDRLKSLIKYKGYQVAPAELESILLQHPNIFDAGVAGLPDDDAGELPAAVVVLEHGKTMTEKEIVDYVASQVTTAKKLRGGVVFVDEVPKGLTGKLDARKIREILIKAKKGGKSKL
# STAT3 blocker: IL-6 driven STAT3 reporter inhibitors, primary screen, U3A cells, luciferase, luminescence, MLSCN library; 190,000 tested, 0.89% active; IL-6 STAT3-luciferase reporter; host cell line lacks STAT1; inhibition, % at 5.5 µM;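 active = inhibition above the mean inhibition across all screened compounds plus 3 SD, cut at about 44% in these data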;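 also: 0% = DMSO only wells and 100% = 100 µM nifuroxazide control wells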
# APP 5'UTR act: activators of APP 5'UTR luciferase reporter, primary screen, SH-SY5Y cells; SH-SY5Y APP 5'UTR luciferase reporter, luminescence; zero percent = DMSO vehicle wells; activation, % at 2 µM; 190,000 tested, 1% active; AID 1276, 2008;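 active = activation above a set limit, based on mean plus 3 SD of controls, cut at about 140% in these data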; also: values of inactives mirror those of a sister screen read the other way
# Starred values were filed as active, the others as inactive; . = no result given. Rows were taken by chance; about 7.7% have a hit in one of these screens.
SMILES,APP transl inh,STAT1 blocker,STAT1 activator,RAM inhibit,NF-kB expr up,Hsp70 act,STAT3 act,FLuc inhib CS,STAT3 blocker,APP 5'UTR act
COc1ccc(N(C(=O)Cn2nnc(-c3ccc(Cl)cc3)n2)C(C(=O)NCC2CCCO2)c2ccncc2)cc1 (stereo unspecified),-6,-1,99,5.8,1.4,0.0,101,0,2,6
Cc1ccc(N2C(=O)/C(=C/c3ccco3)SC2=S)cc1,-15,5,96,2.7,1.1,-0.1,96,-4,4,15
Cc1cc(C(=O)N/N=C/c2cccnc2)c(C)o1,-11,2,99,2.7,1.1,-0.2,101,7,8,11
COc1ccc(-c2nc(NC(=O)Cn3c(=O)oc4ccccc43)sc2C)cc1,-11,-4,104,4.1,0.62,-0.3,122,1,-21,11
COc1cc(C(=O)NC(=S)Nc2ccc([N+](=O)[O-])cc2)cc(OC)c1OC,8,-2,102,1.6,1.3,-0.2,95,-6,6,-8
O=C(Nc1cccc(Cl)c1)Nc1nnc(CSCCOc2ccc(Cl)cc2)s1,-4,0,102,3.9,1.2,-0.3,104,-8,-8,4
CCN1C(=O)C(CC(=O)Nc2ccc(F)cc2)N(Cc2ccco2)C1=S (stereo unspecified),-8,8,92,1.5,1.3,0.1,104,-9,4,8
O=c1[nH]n2c(C(F)(F)F)cc(C3CC3)nc2c1N=Nc1ccccc1,-9,2,97,2.6,0.78,-0.1,100,-5,3,9
COc1ccccc1Oc1ccc2c(c1)C(=O)N(c1ccc(O)cc1)C2=O,-12,2,100,5.1,0.91,-0.2,99,-6,5,12
Cc1ccc(/C=N/NC(=O)Cc2cccs2)o1,10,-3,103,-0.4,1.1,-0.3,106,1,-7,-10
COc1cc(C)c(C(C)C)cc1S(=O)(=O)n1ccnc1,-11,6,97,-0.7,1.5,-0.1,93,0,12,.
CCC(=O)/C=C1/Sc2ccc(OC)cc2N1CCO,15,1,97,1.2,1.2,-0.3,97,-5,7,-15
CCOC(=O)N1CCN(S(=O)(=O)c2ccc3c(c2)CCN3C(=O)C2CCC2)CC1,-7,4,95,3.3,1.2,-0.1,104,-5,1,7
CC(=O)Nc1ccc(NC(=O)C(C)OC(=O)CNS(=O)(=O)c2cccc(Cl)c2)cc1 (stereo unspecified),3,2,95,0.6,1,0.1,108,-3,-5,-3
Cc1ccc(-n2c(SCC(=O)N3CC(=O)Nc4ccccc43)nc3ccccc3c2=O)cc1,9,5,95,1.7,0.82,-0.5,90,-6,10,-9
COC(=O)c1ccc(COc2ccccc2/C=C(\C#N)C(=O)Nc2c(C)cc(C)cc2C)cc1,-20,3,97,3.2,1.3,-0.3,83,1,19,20
Cc1cc(N2CCC(N(C)C3CCCC3)CC2)nc2cc(O)ccc12,23,5,96,1.4,0.83,-0.2,93,-4,9,-23
COc1cc(OC)cc(-c2cc3nc4c(c(N5CCN(c6ncccn6)CC5)n3n2)CCCC4)c1,4,-6,106,1.1,0.52,0.0,112,-2,-11,-3
Cc1ccc(NC(=S)NCCc2ccccc2)nc1,-29,-42,136*,1.3,1.8,-0.1,116,-6,-11,29
COc1ccc(OC)c(NC(=O)CSc2nc3cccnc3n2C)c1,-6,13,88,-0.1,0.69,-0.1,93,-7,13,6
COc1ccc(C(C(=O)NCc2ccccc2)N(Cc2ccc3c(c2)OCO3)C(=O)c2cnccn2)cc1 (stereo unspecified),-11,2,98,1.9,0.69,-0.3,105,-5,-5,11
CSc1ccccc1-n1nnnc1SCC(=O)Nc1ccccc1C,.,5,95,0.7,0.97,-0.3,104,-8,3,.
Cn1c(=O)n(C)c2cc(/C=N/n3cnnc3)ccc21,-4,3,97,0.9,1,-0.4,96,-3,12,4
Cc1cc(C)c2c(n1)nn1c(NCCOCCO)cc(C)nc21,-4,-4,104,0.8,0.92,-0.2,94,-4,11,4
O=C(Nc1ccc2c(c1)OCCO2)C1CCN(S(=O)(=O)Cc2ccccc2)CC1,-14,-6,105,1.4,1.1,-0.2,103,-3,-1,14

# Quoted at random: 4 compounds from above.
SMILES,APP transl inh,STAT1 blocker,STAT1 activator,RAM inhibit,NF-kB expr up,Hsp70 act,STAT3 act,FLuc inhib CS,STAT3 blocker,APP 5'UTR act
COc1cc(C(=O)NC(=S)Nc2ccc([N+](=O)[O-])cc2)cc(OC)c1OC,8,-2,102,1.6,1.3,-0.2,95,-6,6,-8
CSc1ccccc1-n1nnnc1SCC(=O)Nc1ccccc1C,.,5,95,0.7,0.97,-0.3,104,-8,3,.
COc1ccc(-c2nc(NC(=O)Cn3c(=O)oc4ccccc43)sc2C)cc1,-11,-4,104,4.1,0.62,-0.3,122,1,-21,11
CCC(=O)/C=C1/Sc2ccc(OC)cc2N1CCO,15,1,97,1.2,1.2,-0.3,97,-5,7,-15

# (listing goes on)
SMILES,APP transl inh,STAT1 blocker,STAT1 activator,RAM inhibit,NF-kB expr up,Hsp70 act,STAT3 act,FLuc inhib CS,STAT3 blocker,APP 5'UTR act
CN(C)c1cccc(NC(=O)Cc2ccc(F)cc2)c1,-6,-2,102,0.9,0.91,-0.2,108,0,-7,6
COc1ccc(-c2noc(COc3ccc4c(c3)OCO4)n2)cc1OC,0,3,98,6.0,1.2,0.0,98,6,6,0
COc1ccc(-c2cc(C(F)(F)F)nc(SCCC(=O)NCc3ccco3)n2)cc1,10,11,89,8.4*,1.4,0.0,94,-4,11,-10
COc1cc(C(N)=O)cc(Cl)c1OC,-6,8,91,0.2,1.2,-0.2,94,-4,13,6
CCOc1ccc(N(CC(=O)Nc2ccc(OC)cc2)S(C)(=O)=O)cc1,-35,-24,122,0.7,2.2,0.0,116,-2,-9,35
CCOc1ccc(OCCOCCN2CCOCC2)cc1,15,9,92,3.0,1,-0.5,102,-3,3,-15
Cc1cccc2cc(C3CC(c4cccs4)=NN3C(=O)CCC(=O)O)c(Cl)nc12 (stereo unspecified),-4,3,97,0.4,1,-0.1,100,-2,4,4
CN1CCC2(CC1)N=C(c1ccc(F)cc1)C(=S)N2C(=O)c1ccccc1,1,-1,101,-1.4,1.1,-0.2,99,-4,-4,-1
Cc1ccc(-n2c3c(c(=O)[nH]c2=S)C(C(F)(F)F)(C(F)(F)F)NC(=O)N3)cc1,-8,-5,99,0.3,1.1,-0.5,106,-8,-6,8
CCc1ccccc1NS(=O)(=O)c1ccc2c(c1)NC(=O)CC(=O)N2,-3,5,95,1.8,0.96,-0.1,95,-3,4,3
O=C(CCN1C(=O)COc2ccccc21)NCCCN1CCc2ccccc2C1,7,-3,103,0.7,1.3,0.0,104,-1,-8,-7
Brc1cccc2sc(N3CCN(c4ccccc4)CC3)nc12,-14,-21,117,1.5,1.1,0.2,102,-2,9,14
COc1ccc(Cl)c(NC(=O)Nc2c(C)n(-c3ccccc3)c(=O)n2C)c1,8,9,91,3.3,1.1,-0.5,89,-6,18,-8
Cc1ccnc(N2CCCC(C(=O)Nc3nnc(C)s3)C2)n1 (stereo unspecified),8,0,100,0.8,0.85,-0.3,101,-4,5,-8
CC(=O)Nc1ccc(-c2ccc3nnc(C)n3n2)cc1,-1,-2,101,0.4,1.2,0.0,81,-1,29,1
COc1cc2c(OC)cccc2cc1C(=O)O,8,21,81,0.3,1.1,0.0,106,-4,-4,-8
C/C(=N\NC(=O)c1ccn(C)n1)c1cccc(NC(=O)c2ccncc2)c1,3,-22,120,0.4,1,-0.2,102,24,-1,-3
CCOc1ccc(N(CC(=O)N/N=C/c2ccc(OC(C)C)cc2)S(C)(=O)=O)cc1,3,1,99,1.8,1.6,-0.2,102,-8,-4,-3
Cn1c(=O)n(C)c2cc(C(N)=O)ccc21,2,5,98,0.3,1.2,-0.2,95,0,10,-2
COCC(=O)/C=C1\Sc2ccccc2N1C,6,-3,102,1.1,1.4,0.2,82,2,25,-6
CCC(=O)Nc1ccc(NC(=O)c2ccco2)c(OC)c1,-10,-27,124,1.1,1.8,0.2,91,2,14,10
CC(C)c1ccc(NC(=O)C(=O)c2cn(CC(=O)N3CCCCC3)c3ccccc23)cc1,-2,-2,102,7.1,0.65,0.0,104,0,-6,2
Cc1cccc(-n2c(N)cc(=O)nc2SC(C)C(=O)NC2CCCCC2)c1 (stereo unspecified),5,11,89,1.3,1,-0.4,105,-9,-2,-5
O=C(Nc1nc(-c2cc3ccccc3oc2=O)cs1)c1ccc(Br)o1,6,-8,107,5.4,1.1,-0.2,105,3,-6,-6
CN(C)S(=O)(=O)c1ccc(C(=O)NCC(=O)N/N=C/c2cccs2)cc1,-5,4,95,0.1,0.94,0.1,101,1,0,5

# In another format: three of the compounds above
Structure	APP transl inh	STAT1 blocker	STAT1 activator	RAM inhibit	NF-kB expr up	Hsp70 act	STAT3 act	FLuc inhib CS	STAT3 blocker	APP 5'UTR act
Cc1ccc(-n2c3c(c(=O)[nH]c2=S)C(C(F)(F)F)(C(F)(F)F)NC(=O)N3)cc1	-8	-5	99	0.3	1.1	-0.5	106	-8	-6	8
CCc1ccccc1NS(=O)(=O)c1ccc2c(c1)NC(=O)CC(=O)N2	-3	5	95	1.8	0.96	-0.1	95	-3	4	3
O=C(CCN1C(=O)COc2ccccc21)NCCCN1CCc2ccccc2C1	7	-3	103	0.7	1.3	0.0	104	-1	-8	-7

# New compounds follow
SMILES,APP transl inh,STAT1 blocker,STAT1 activator,RAM inhibit,NF-kB expr up,Hsp70 act,STAT3 act,FLuc inhib CS,STAT3 blocker,APP 5'UTR act
CCN(CC)c1ccc(-c2n[nH]c(=S)n2-c2ccccc2C)cc1,-6,8,90,1.0,0.94,-0.2,108,0,-8,6
Cc1ccc2sc(NC(=O)CN3C(=O)CCC3=O)nc2c1C,-6,-7,103,1.4,0.92,0.3,94,-6,6,6
CN(C(=O)C1CCOC1)c1nnc(-c2cnccn2)s1 (stereo unspecified),-8,-9,108,-0.1,1,-0.2,96,-2,9,7
CCNC(=O)N(C)c1nncnc1C(=O)NC,9,3,98,2.2,0.95,-0.2,102,-6,1,-9
O=C(NN1C(=O)C2C(c3ccccc3)C=CC(c3ccccc3)C2C1=O)c1ccncc1 (stereo unspecified),-9,4,95,-1.6,0.96,-0.3,107,-4,-3,9
Cc1nc(CSc2ccc(Cl)cc2)cc(N2CC(C)OC(C)C2)n1 (stereo unspecified),8,-3,102,0.1,1.6,-0.2,107,-6,0,-8
